DAX1 inh-1: inhibitors of DAX1 repression of SF-1 activated StAR promoter; HEK293T StAR-luciferase reporter, SF-1/DAX-1 repression relief; inhibition, % at 6.8 µM; 1.1% of 370,000 active; AID 652010;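 active means inhibition above the mean over all tested compounds plus 3 SD, cut at about 3.6% in these data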;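 further: 0% = DAX-1 cells with DMSO and 100% = cells lacking DAX-1 with DMSO; higher inhibition means more luminescence from relief of DAX-1 repression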
PG9 binder: small molecules binding HIV-1 gp120 antibody PG9 | TR-FRET gp120-PG9 antibody binding | inhibition, % at 6.7 µM | 0.43% of 360,000 active | AID 624416; in the data active means inhibition above about 8.5%
hgDAF12 agonist: agonists of H. glycines DAF-12 nuclear receptor; activation, % at 6.8 µM; AID 687014; 1.8% of 370,000 active; HEK293 GAL4-hgDAF12 UAS-luciferase reporter, agonist luminescence; normalized to butyrate control;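 active means activation above a cutoff set at the mean of all screened compounds plus 3 SD, cut at about 10% in these data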;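 further: 0% = DMSO wells and 100% = sodium butyrate wells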
DAX1 inh-2: NR0B1 (DAX1) inhibition; inhibition, % at 6.75 µM; P51843; 0.99% of 340,000 active; AID 504766; HEK293 Gal4-DAX1 luciferase reporter, luminescence;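 active means inhibition above the mean over all tested compounds plus 3 SD, cut at about 4.2% in these data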;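 further: 0% = DAX1-transfected cells with DMSO and 100% = empty-vector control cells with DMSO; inhibition shows as a rise in luminescence from relieved DAX1 repression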
Target sequence (P51843 207-470 limits assumed): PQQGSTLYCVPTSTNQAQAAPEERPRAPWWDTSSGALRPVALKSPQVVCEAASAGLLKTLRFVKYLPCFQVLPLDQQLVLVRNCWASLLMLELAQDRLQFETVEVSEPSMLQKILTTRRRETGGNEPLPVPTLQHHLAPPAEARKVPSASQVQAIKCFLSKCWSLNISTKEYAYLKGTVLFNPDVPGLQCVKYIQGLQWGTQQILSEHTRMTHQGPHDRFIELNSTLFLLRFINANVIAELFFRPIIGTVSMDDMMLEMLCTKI
GAA850 FXN act: increases GAA850 frataxin promoter reporter activity | HEK293 lucGAA850 FXN promoter luciferase reporter, 24 h; percent of 10 µM SAHA response | activation, % at 6 µM | AID 540364 | 0.56% of 360,000 active;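 active means activation above the average of all compounds screened plus 3 SD, cutoff fixed separately per campaign, cut at about 7.5% in these data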;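 further: 0% = DMSO wells and 100% = 10 µM SAHA wells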
PLC-beta3 inh: inhibitors of human phospholipase C beta3 | Purified PLC-beta3, fluorogenic substrate, fluorescence | inhibition, % at 12.2 µM | 0.18% of 370,000 active; in the data active means inhibition above about 11%;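 further: 0% = median of compound wells on plate and 100% = full blocker control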
hcDAF-12 act: activates DAF-12 receptor from parasite H. contortus; HEK293 hcDAF-12 lit1-tk-luc reporter, luminescence; 0% DMSO, 100% Δ7-dafachronic acid; activation, % at 6.8 µM; 1.4% of 370,000 active; AID 652067;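 active means activation above the mean of all tested compounds plus 3 SD, cut at about 5.5% in these data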;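 further: 100% = response to 3 µM Δ7-dafachronic acid high control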
SMARCA2 act: increases SMARCA2 function in MMTV reporter cells; MG213 cells, MMTV-luciferase reporter, dexamethasone, overnight; activation, % at 9.1 µM; 1% of 370,000 active; AID 652017; in the data active means activation above about 7.8%;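 further: 0% = vehicle wells and 100% = reference activator wells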
sPLA2-III inh: Inhibits HGIII-sPLA2 liposome hydrolysis, primary screen; QFRET BODIPY PC-A2 liposome hydrolysis, fluorescence; AID 743126; 0.56% of 370,000 active; Q9NZ20; inhibition, % at 12.2 µM;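 active means inhibition above mean plus 3 SD of compounds lying within the high and low control bounds, cut at about 19% in these data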;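 further: 0% = median of test compound wells and 100% = no enzyme DMSO wells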
Target sequence (Q9NZ20 whole entry, looked up): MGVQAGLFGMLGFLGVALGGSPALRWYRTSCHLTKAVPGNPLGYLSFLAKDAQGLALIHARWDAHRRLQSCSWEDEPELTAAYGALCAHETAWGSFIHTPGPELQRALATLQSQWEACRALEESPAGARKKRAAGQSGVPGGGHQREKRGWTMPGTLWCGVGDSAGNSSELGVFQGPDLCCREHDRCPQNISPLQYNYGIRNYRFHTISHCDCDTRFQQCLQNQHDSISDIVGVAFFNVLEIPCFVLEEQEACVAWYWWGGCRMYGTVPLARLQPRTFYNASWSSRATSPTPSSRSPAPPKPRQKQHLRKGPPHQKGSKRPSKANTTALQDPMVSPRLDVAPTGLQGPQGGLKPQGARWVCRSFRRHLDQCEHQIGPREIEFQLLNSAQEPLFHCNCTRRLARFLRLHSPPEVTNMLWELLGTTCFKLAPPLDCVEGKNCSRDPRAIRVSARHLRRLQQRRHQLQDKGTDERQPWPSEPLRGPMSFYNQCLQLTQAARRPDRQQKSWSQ
Rev-erbA mod: modulators of human Rev-erb alpha DNA binding; Rev-erbα–FITC-DNA binding, fluorescence polarization, 90 min; 0.79% of 370,000 active; AID 1259318; activity, % at 10 µM;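 active means activity above about 14%, limit read from the data; passing the limit was not always enough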;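 further: 0% = DMSO wells with 35 nM protein and 100% = DMSO wells with 750 nM protein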
ssDAF12 agonist: S. stercoralis DAF-12 activation, primary screen | HEK293 ssDAF-12/GRIP1 lit1-tk-luc reporter, luminescence; % of 3 µM dafachronic acid response | activation, % at 6.8 µM | 1% of 370,000 active | AID 652126;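 active means activation above the mean over all tested compounds plus 3 SD, cut at about 0.9% in these data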;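 further: 0% = DMSO-only wells and 100% = 3 µM delta7-dafachronic acid wells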
Numbers without * were called inactive; · = not tested or not shown. This is a random part of the collection. About 7% of those tested had a hit in this group.

SMILES	DAX1 inh-1	PG9 binder	hgDAF12 agonist	DAX1 inh-2	GAA850 FXN act	PLC-beta3 inh	hcDAF-12 act	SMARCA2 act	sPLA2-III inh	Rev-erbA mod	ssDAF12 agonist
CN(C)CC(C)(C)CNC(=O)c1cc(Br)cc(Br)c1O	0.2	1.6	-1.7	1.4	2.2	-9	0.7	-2	1	4	-1.7
CCc1nnc(NC(=O)C=C(C)C)s1	1.6	-1.2	8.4	2.2	0.9	1	1.3	2	4	3	0.1
CCOC(=O)N1CCN(C(=O)CSc2cc(C)nc3c(-c4ccccc4OC)c(C)nn23)CC1	0.0	-1.3	-2.4	0.7	-1.7	-8	-1.5	-2	-18	1	-1.7
CCC(=O)NC(=S)Nc1ccc(NC(=O)CC)cc1	0.0	0.9	0.1	-1.4	4.0	1	-2.9	-1	17	3	-1.1
COc1cc(/C=N/NC(=O)c2ccc(N)cc2)ccc1OC(=O)c1cccc(C)c1	1.1	-1.2	-0.4	-0.4	0.6	-54	-2.4	1	-3	0	-0.7
O=C(NCc1ccc(F)cc1)c1cccc(S(=O)(=O)N2CCCC2)c1	-0.7	-2.1	1.1	-0.4	-0.1	2	-0.6	2	-3	-3	-1.0
CN(C)S(=O)(=O)c1ccc(C(=O)Nc2cccc(C(=O)N3CCOCC3)c2)cc1	-1.7	-3.2	1.9	-1.0	-0.3	-5	-2.5	-1	2	4	-0.8
O=CC1=C(N2CCOCC2)/C(=C/c2ccc(Cl)cc2)CC1	-1.0	0.4	-1.2	-0.8	-2.0	-17	-1.3	-2	-5	-1	-2.5
COc1ccc(/C=C2\CC3(OC(C)=O)CCCN2C3)cc1 (configuration not stated)	1.1	·	-5.7	·	·	1	-3.5	-1	3	2	-1.2
O=C(CSc1ncn[nH]1)N1c2ccccc2Sc2ccccc21	-0.2	-1.8	2.5	-0.5	-1.6	-8	-2.0	-2	-49	-2	-0.9
CCCS(=O)(=O)N1CCN(CCN2C(=O)c3cccc4cccc(c34)C2=O)CC1	-0.6	-1.6	-2.9	-1.7	-1.4	0	-2.5	0	-3	-1	-1.3
Cc1ccc(CN2CCN(/N=C/c3cc(Br)cc(Br)c3O)CC2)c(C)c1	-0.1	0.4	-0.4	0.3	-3.0	-5	-0.2	-2	-3	2	-1.1
CCc1nc2c(OCCn3cccc3)cccn2c1N(C)C(=O)c1ccccc1F	-0.3	-1.2	-1.1	·	0.3	-5	-1.2	-2	-20	-5	-0.8
O=C(CNS(=O)(=O)c1cccs1)NCc1ccccc1	-0.2	-2.2	-1.3	0.0	0.1	8	-1.3	-3	6	6	-0.9
COc1ccc(C(=O)N2CCCC2)cc1	0.3	-1.6	1.7	1.1	2.0	6	-0.6	5	6	0	-1.2
O=C(Nc1ccc(S(=O)(=O)N2CCCC2)cc1)C1CCCCC1	-0.3	0.8	-0.8	-0.8	-0.8	-3	-1.7	1	-3	6	-0.4
CCCS(=O)(=O)c1c(S(=O)(=O)CCC)c2c(N)cccn2c1C(=O)c1ccc(Br)cc1	0.6	-0.3	-1.2	-0.9	1.9	-35	3.1	1	-24	7	-1.3
O=C(Nc1ccccc1Cl)NC1(C(=O)N2CCCC2)CCCCC1	0.3	-1.2	1.4	-0.6	0.4	1	-0.4	-1	7	1	-0.9
Cn1c(=O)cc(SCC(=O)NCCC2=CCCCC2)c2ccccc21	0.0	-1.5	-1.9	-0.5	-0.1	-1	-0.2	0	-2	-6	-0.7
COc1ccc(S(=O)(=O)N2CCN(c3ccccc3)CC2)cc1	-0.4	-0.6	-2.8	0.4	0.1	3	-1.9	-1	-7	0	-1.6
O=C(/C=C/c1ccco1)OCc1nnc(-c2ccccc2)o1	0.7	0.0	0.6	1.7	1.7	-1	0.0	-3	-8	-3	-1.6
N=C1C(c2ccccc2)=C(O)CN1c1ccccc1N1CCOCC1	0.5	-0.7	2.7	-0.6	-2.1	-1	0.3	-1	11	1	-0.4
O=C(CCNS(=O)(=O)c1ccccc1)OCc1nnc(-c2ccccc2)o1	2.0	0.2	2.3	1.5	4.3	-4	-0.2	0	-3	3	-0.8
COc1ccc(CN2CCN(C(=O)c3ccc(F)cc3)CC2)c(OC)c1	-0.3	3.0	-1.4	-1.4	-1.1	0	-1.0	-4	11	-5	-2.0
Cc1ccc(CNC(=O)CN2C(=O)c3ccccc3S2(=O)=O)cc1	0.4	-1.0	0.8	-0.7	0.4	-2	4.4	0	-4	-2	-0.2
O=C(CN1CCOCC1)N/N=C/c1ccc(-c2cccc(Cl)c2Cl)o1	0.6	-0.3	-0.2	-0.3	0.5	-23	0.2	-4	8	2	-1.5
COc1ccc(S(=O)(=O)Nc2nc3n(n2)C(c2ccc(Cl)cc2)CC(=O)N3)cc1 (configuration not stated)	-0.5	0.1	-0.6	0.8	3.3	1	-0.6	1	-4	-2	-0.3
COc1ccc(-c2c(-c3ccc(O)cc3O)n[nH]c2C(F)(F)F)cc1	0.3	-0.5	5.4	3.5	-1.0	-8	-0.5	-2	-38	7	-1.2
COc1cc(C(=O)Nc2ccc3oc(-c4cccnc4)nc3c2)cc(OC)c1OC	-0.7	-0.5	-2.4	-1.2	-3.2	-10	-1.3	1	-5	-3	-2.0
COc1cccc(CN2CCN(Cc3cccc4c3OCO4)CC2CCO)c1 (configuration not stated)	-0.7	-1.3	-0.5	1.7	-1.5	2	-1.9	-6	6	3	-0.9
CC(=NNC(=S)N(Cc1ccccn1)Cc1ccccn1)c1cnccn1	-1.0	1.8	2.5	-0.6	12*	-9	1.9	-4	-2	-8	-0.8
CSC1=N/C(=C\c2c(F)cccc2Cl)C(=O)S1	0.1	-2.5	-0.8	-1.4	2.5	-5	2.1	-2	1	-1	-1.1
Cc1cccc(SC2CCN(C(=O)C3CCC(=O)N(C4CC4)C3)CC2)c1 (configuration not stated)	-0.4	-1.5	-2.0	-0.9	3.9	-3	1.8	-5	2	2	-1.6
CC(=O)Nc1cccc(Oc2cc(C#N)c(C#N)cc2N2CCCCCC2)c1	-0.7	0.3	-5.4	-1.0	-0.9	-201	-2.4	-3	-40	-2	-1.9
O=C(COC(=O)C1CC(=O)N(Cc2ccccc2)C1)c1ccc(F)cc1 (configuration not stated)	0.2	1.4	-3.3	0.2	0.9	2	-0.4	-3	1	0	-0.7
c1cnc2ccc3ncccc3c2c1	0.8	-1.1	4.5	5.0*	0.2	-16	2.0	3	3	-4	-1.2
CC(C)[C@H](NC(=O)C1CCN(S(=O)(=O)c2ccccc2)CC1)C(=O)NCc1ccccc1	1.6	-1.1	1.4	0.1	2.2	-3	0.3	1	3	-4	-1.3
CC1=C(C(=O)N2CCCCCC2)CC(CC(=O)NCC2CCCCC2)C(=O)N1Cc1ccc(F)cc1 (configuration not stated)	0.2	-0.2	6.5	·	·	0	-1.3	-4	0	-6	-0.4
CCCCn1cnc2c(=S)nc(N)[nH]c21	0.5	0.6	-0.6	-0.8	0.8	0	-0.2	-2	3	5	-2.0
CN(C(=O)c1cccc(NC(=O)Cc2cccc(NC(=O)C3CCCN(C(=O)CCc4ccccc4)C3)c2)c1)C1CCC1 (configuration not stated)	-4.4	0.6	1.2	-2.5	-0.8	1	-3.7	-2	-19	-1	-1.9
COc1cccc(C(=O)Cn2c(=O)n(CC3CCCO3)c(=O)c3ccccc32)c1 (configuration not stated)	-0.7	1.4	1.1	0.8	-2.0	-1	-1.9	0	-4	-5	-1.5
COc1ccc(-c2csc(NC(=O)c3c(C)noc3C)n2)cc1F	-1.4	-0.7	1.3	-1.0	-1.0	3	-1.9	-3	3	-5	-1.3
CC1CN(S(=O)(=O)c2cccc(C(=O)Nc3ccc(S(=O)(=O)Nc4ncccn4)cc3)c2)CC(C)O1 (configuration not stated)	0.8	-2.5	1.6	-0.6	0.0	1	0.3	-4	-2	4	-1.7
O=S(=O)(N1CCCCC1)N1CCCN(S(=O)(=O)N2CCCCC2)CC1	-0.2	0.1	-2.6	0.9	-1.6	5	-0.1	-2	8	3	-1.0
O=C(Nc1ccc(F)cc1)c1cccc2c1C(=O)N(Cc1ccccn1)C2	0.0	-0.8	1.1	0.7	5.8	-2	-0.9	2	4	2	-1.1
COc1ccc(C(=O)/C=C/Nc2ccc(S(=O)(=O)Nc3nc(C)cc(C)n3)cc2)cc1OC	1.1	-0.7	0.3	0.8	1.2	-121	-0.1	0	-24	6	-1.0
Cc1cc(F)ccc1NC(=O)Nc1ccc2c(c1)OCO2	0.5	0.0	-0.7	0.2	1.4	-6	-1.5	-2	8	-4	-0.5
Cc1cccc(C)c1NC(=O)c1nc(S(=O)(=O)Cc2ccccc2)ncc1Cl	-3.5	-1.1	-9.0	-3.5	8.2*	1	-4.4	-8	0	-3	-1.4
NNC(=O)C1SCCN1S(=O)(=O)c1ccc(Cl)cc1 (configuration not stated)	0.1	-1.6	1.0	1.7	4.2	3	-0.9	-2	-18	-2	-1.7
CCc1cccc(OCC(=O)Nc2cc(Cl)ccc2-n2cncn2)c1	0.9	-1.3	0.4	1.6	1.8	-5	0.8	-2	1	6	-0.6
Cc1cc(NC(=O)CCC(=O)N(CC(=O)NC2CCCC2)c2cccc(C)c2C)no1	-0.5	-1.6	-2.0	-0.1	-0.3	-1	-0.5	-4	5	-1	-0.9
CCOc1ccccc1C(=O)NCC(=O)OCC(=O)N1CCCC1	-0.8	-1.8	0.9	2.7	-1.8	2	-1.4	2	2	-3	-1.2
CN(C)CCOc1ccc2c(c1)C(=O)C(=Cc1ncc([N+](=O)[O-])n1C)C2	-5.8	-1.7	-11	-3.6	-15	4	-2.8	-11	-12	7	-1.6
CCOC(=O)c1c(C)n(-c2ccc(C)cc2)c2c(C(C(C)=O)C(=O)O)c(Br)c(O)c(O)c12 (configuration not stated)	-1.0	-2.4	-0.8	-0.3	3.3	-25	-0.5	-2	15	8	-1.1
CCN(CC)C(=O)c1ncn2c1C(=O)N(C)CC2	-0.1	-0.9	-1.7	·	·	2	-1.1	-1	4	-9	0.9
COc1cc(/C=N/n2nnnc2N)ccc1OC(C)=O	0.3	-1.4	-1.7	-0.7	-2.0	-18	-1.9	0	8	3	-1.4
CCc1c(C)nc(N2CCN(c3ccc(Cl)cc3)CC2)[nH]c1=O	-0.3	-1.0	1.5	1.4	1.4	-6	-2.9	1	-2	2	-1.1
Cn1nnc2cc(C(=O)Nc3ccccc3)ccc21	1.6	-0.7	11*	1.6	3.6	3	1.8	6	0	-5	0.9*

High-throughput results as filed in PubChem.
